# From PubChem BioAssay
# Mm-Cpn inhibitor = Inhibitors of TCP-1 ring complex (TRiC) of Methanococcus maripaludis (MmCpn): qHTS. AID 504842, 2011. purified Mm-Cpn ATPase, ADP Transcreener TR-FRET. 0.031% of 330,000 active. Potency, µM (highest dose often 76.9 µM), for the others: at the highest dose activity, negative = inhibition, most hits filed as inhibitors. Chaperonin Mm-Cpn (Methanococcus maripaludis); note: potency is the fitted concentration of half-maximal effect; % is set by controls: 0 for no effect and ±100 for the full control effect; nearly all actives have a fitted effect of over 80% in size
#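 TR-FRET (320 nm excitation; 590 and 665 nm emission) reports ADP made from 10 uM ATP by 25 nM enzyme; compounds were preincubated 10 min, reaction run 30 min, both at 37°C.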
# DRD3 agonist = qHTS of D3 Dopamine Receptor Agonist: qHTS. D3R DiscoveRx beta-arrestin cells, luminescence, 90 min. max activation, %. 0.58% of 410,000 active; in the data active = max activation above about 30%; note: 0% is about no effect; mostly tested at two doses, the higher about 12 µM
# Target sequence (P35462 whole entry, looked up): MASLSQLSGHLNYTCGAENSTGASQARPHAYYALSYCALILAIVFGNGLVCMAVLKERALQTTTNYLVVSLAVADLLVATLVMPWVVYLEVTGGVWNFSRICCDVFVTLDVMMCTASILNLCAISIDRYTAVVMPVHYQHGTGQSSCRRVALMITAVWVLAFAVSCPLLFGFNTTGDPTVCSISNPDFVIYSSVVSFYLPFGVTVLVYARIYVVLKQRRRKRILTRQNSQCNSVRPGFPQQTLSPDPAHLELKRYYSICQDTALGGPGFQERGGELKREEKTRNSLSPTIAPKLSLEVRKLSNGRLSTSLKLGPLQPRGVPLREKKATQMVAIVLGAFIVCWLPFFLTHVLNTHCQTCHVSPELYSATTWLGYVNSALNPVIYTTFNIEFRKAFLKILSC
#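 Agonist-mode cell screen: cells plated at 1500/well and incubated overnight at 37 °C, then exposed to library compounds for 90 min at 37 °C. Detection reagent was added for 30–60 min at room temperature, and luminescence was read.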
# Akt phos inh = HTS Assay for Inhibitors of Akt Phophorylation: Primary Screen; Neuro2A IGF-stimulated pAkt S473 HTRF, 20 min; stronger effect = lower value; activity change, % for hits at 50 µM; 0.32% of 360,000 active; AID 651550, 2012; in the data active = activity change below about -80%; inconclusive = mostly about -51% to -80%; note: % is set by controls: 0 for no effect and ±100 for the full control effect
#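 Single-point screen (50 µM final compound) in Neuro2A cells stimulated 20 min with 6 nM IGF at 37 deg C. After lysis, Ser473-phosphorylated Akt read by HTRF (ex 330 nm, em 615/665 nm) as the 665/615 ratio.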
# EPAC2 ag = qHTS for Agonist of cAMP-regulated guanine nucleotide exchange factor 4 (EPAC2): primary screen | Rap guanine nucleotide exchange factor 4 (Homo sapiens), Q8WZA2 | EPAC2 activation, biochemical qHTS; response scale: 100% = 6.5 mM cAMP response | 0.079% of 360,000 active | Potency, µM (highest dose often 154 µM), inactives show at the highest dose activation, usual class: activators; note: potency is the fitted concentration of half-maximal effect; nearly all actives have a fitted effect of over 50% in size
#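 Compounds were added across a concentration range to EPAC2 (100 nM), RAP1B-BODIPY-GDP (250 nM) and GDP (50 uM). After 5 min at room temperature, fluorescence was recorded at 5-min intervals for 30 min.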
# EPAC2 antag = qHTS for Antagonist of cAMP-regulated guanine nucleotide exchange factor 2 (EPAC2): primary screen | Rap guanine nucleotide exchange factor 4 (Homo sapiens), Q8WZA2 | EPAC2 GEF exchange of Rap1B-BODIPY-GDP, fluorescence | Potency, µM (highest dose often 114 µM), for inactives: at the top dose activity, negative = inhibition, usual class: inhibitors | 0.18% of 360,000 active | AID 720708, 2013; note: potency is the fitted concentration of half-maximal effect; % is set by controls: 0 for no effect and ±100 for the full control effect; nearly all actives have a fitted effect of over 45% in size; many of its hits are not listed in these tables
# CCT chaperon mod = High-Throughput Screening for Modulators of Cytosolic Chaperonin Activity | activity change, % (no concentration beside the values), hits read low | AID 651819, 2012 | 0.3% of 360,000 active | purified chaperonin ATPase assay, HTRF ADP detection, 30 min; in the data active = activity change below about -30%; note: % is set by controls: 0 for no effect and ±100 for the full control effect
#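 Nucleotide hydrolysis assay: TRiC at 20–40 nM final (set by batch activity) with 10 uM ATP, 30 min at 37 °C, in presence of 76 uM compound. Detection by competitive ADP HTRF, 30 min ambient.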
# D3 antag = qHTS of D3 Dopamine Receptor Antagonist: qHTS | D(3) dopamine receptor (Homo sapiens), P35462 | D3R cells, DiscoveRx beta-arrestin luminescence, antagonist mode; stronger effect = lower value | max response, negative = inhibition, % | 2.5% of 360,000 active; in the data active = max response below about -50%; inconclusive = no clear call, values can overlap the other calls; note: % is set by controls: 0 for no effect and ±100 for the full control effect; mostly tested at two doses, the higher about 12 µM
#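 Cells expressing the human receptor were seeded at 1500 cells/well, incubated overnight at 37 degrees C in 5% CO2, then exposed to library compounds with dopamine controls for 90 minutes at 37 degrees C before luminescent detection.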
# PTHR1 ag = qHTS for PTHR1 Agonists: Primary Screen. HEK293 GP2 PTHR1 cells, GloSensor cAMP luminescence, 1 h. Potency, µM (titrated, usually from 115 µM), for inactives: at the highest dose activation, hits mostly activators. Parathyroid hormone/parathyroid hormone-related peptide receptor (Homo sapiens), Q03431. 0.075% of 410,000 active. AID 743266, 2014; note: potency is the fitted concentration of half-maximal effect; nearly all actives have a fitted effect of over 55% in size; some results filed as inactive show a strong effect at the top dose; inactives centre near -15; many of its hits are not listed in these tables
# Target sequence (Q03431 whole entry, looked up): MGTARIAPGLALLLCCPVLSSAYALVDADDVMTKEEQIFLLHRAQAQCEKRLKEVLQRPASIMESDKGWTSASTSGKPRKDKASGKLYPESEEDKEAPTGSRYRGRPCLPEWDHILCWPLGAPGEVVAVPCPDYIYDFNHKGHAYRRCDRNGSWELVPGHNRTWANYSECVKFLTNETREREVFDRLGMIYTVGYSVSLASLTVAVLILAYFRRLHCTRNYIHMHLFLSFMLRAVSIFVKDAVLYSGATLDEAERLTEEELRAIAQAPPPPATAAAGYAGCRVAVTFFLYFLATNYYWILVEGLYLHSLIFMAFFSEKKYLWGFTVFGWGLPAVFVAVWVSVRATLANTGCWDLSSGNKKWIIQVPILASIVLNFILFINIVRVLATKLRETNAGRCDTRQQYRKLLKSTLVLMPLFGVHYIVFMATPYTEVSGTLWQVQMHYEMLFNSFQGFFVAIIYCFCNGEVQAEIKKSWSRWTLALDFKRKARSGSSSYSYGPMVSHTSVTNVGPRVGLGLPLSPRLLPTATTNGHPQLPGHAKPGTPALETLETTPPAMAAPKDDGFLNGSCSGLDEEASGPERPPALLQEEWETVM
#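 HEK-293-derived GP2 cells expressing PTHR1 and a GloSensor cAMP reporter, 3,000/well, plated overnight, given luciferin plus IBMX (each 0.5 mM as added) for 1 h at 37 °C, then compound for 1 h at 37 °C. Luminescence was read after 15 min at room temperature.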
# An asterisk follows results filed as active; i = inactive; ? = inconclusive; / = not tested or not shown; [ ] = remark or other dose. Unless noted, calls come from the whole dose curve; as a rule, active = well fitted curve in the direction sought with a large enough effect; inconclusive = small, poorly fitted or top-dose-only effect, or another doubt; inactive = no such curve, though single readings can be large; an effect the other way counts as inactive or inconclusive.
SMILES,Mm-Cpn inhibitor,DRD3 agonist,Akt phos inh,EPAC2 ag,EPAC2 antag,CCT chaperon mod,D3 antag,PTHR1 ag
Cn1c(=O)c2cc(S(=O)(=O)NC(C(=O)Nc3cccnc3)c3ccccc3)ccc2n(C)c1=O (stereo not drawn),-0.8%,0.8,i,6.5%,6.0%,0.0,42.5,-7.9%
COc1cccc(CN2CCN(C(=O)c3cc(-c4ccccn4)nc4ccc(Cl)cc34)CC2)c1,-1.0%,2.6,i,3.0%,-15.1%,0.1,32.7,-8.5%
Cc1ccccc1C(O)c1ccccn1 (stereo not drawn),-0.4%,-1.7,i,7.4%,8.8%,0.3,-6.6,i
CC(O)CNc1nc2c(c(=O)n(Cc3cccc(Cl)c3)c(=O)n2C)n1C (stereo not drawn),2.4%,9.1,i,-3.2%,-11.6%,-10.2,3.0,-0.8%
COc1cc(S(=O)(=O)NCc2ccccc2)ccc1F,1.2%,0.1,i,-7.1%,-3.0%,-2.5,-4.7,-9.6%
CC(=O)N1CCN(c2ccc(N)cc2)CC1,-9.3%,/,/,7.4%,-2.6%,/,/,i
Cn1c(-c2ccccc2O)cc2ccccc21,1.4%,-2.9,i,19.7%,-20.0%,-2.4,?,-21.2%
CN(C)c1nc(NC(C)(C)C)nc(SCC(=O)Nc2ccccc2)n1,-0.1%,-0.3,i,0.8%,-22.5%,-1.4,3.6,-17.7%
c1coc(CNc2ncnc3ccccc23)c1,-2.0%,1.0,i,-5.2%,4.1%,-2.7,19.0,-19.4%
Cc1cc(C)n(CC(=O)NC2CCCc3c2cnn3-c2ccccc2F)n1 (stereo not drawn),1.9%,-0.9,i,-3.6%,0.3%,0.7,-7.5,i
O=S(=O)(Nc1nc2ccccc2nc1N1CCN(CCO)CC1)c1cc(F)ccc1F,1.1%,-1.7,i,7.2%,-0.7%,-1.8,-25.3,-22.0%
O=C(Nc1ccc(OCCO)cc1)c1csc([C@@H]2O[C@H](CO)[C@H](O)[C@H](O)[C@H]2O)n1,/,1.1,i,0.0%,11.2%,-1.2,17.2,i
CCn1ncc(N2CCOCC2)c(Cl)c1=O,0.4%,2.4,i,-4.3%,8.2%,-1.2,17.9,-19.6%
O=C(O)c1cc(-c2ccc(/C=N/N3C(=O)C4C5C=CC(C6CC56)C4C3=O)o2)ccc1Cl (stereo not drawn),-5.4%,4.2,i,8.0%,0.9%,0.8,2.5,-23.2%
Cc1ccc(C)c(Cn2c(=O)c3c(nc4n3CCN4Cc3ccco3)n(C)c2=O)c1,-1.2%,-0.2,i,-11.3%,-0.2%,-1.3,-17.8,i
CCC(CC)N1CCN(C(=O)c2cc(OC)c(OC)c(OC)c2)CC1,-2.8%,12.5,i,4.5%,-1.0%,-1.8,10.5,-15.1%
CN(Cc1ccccc1)c1nc2c(c(=O)[nH]c(=O)n2C)n1CCOc1ccccc1,0.1%,5.9,-124.2%*,-4.7%,-6.8%,-2.9,19.8,i
CN(C(=O)COC(=O)c1ccc[nH]c1=O)C1CCCCC1,-0.3%,-0.2,i,-1.4%,1.5%,-0.7,18.1,-20.4%
O=C(c1ccc(N2C(=O)c3ccccc3C2=O)cc1)N1CCCCC1,-2.0%,21.7,i,3.3%,4.7%,-1.5,7.9,i
Cc1cccnc1NC(=O)CNC(=O)c1sc2ccccc2c1Cl,-9.1%,-13.7,i,-1.8%,5.1%,1.6,0.0,i
O=C(Nc1cccc(C(F)(F)F)c1)Nc1ccc(N2CCCC2)c(S(=O)(=O)Nc2ccccc2Cl)c1,-0.3%,1.3,i,16.5%,3.4%,-3.8,?,-38.0%
Cc1c(C(=O)NN)nn(-c2ccc(Cl)cc2)c(=O)c1C#N,2.7%,2.8,i,11.3%,11.2%,-2.3,-2.1,-16.7%
Cc1ccc(O)c(-c2cc(-c3ccc(F)cc3)no2)c1,3.3%,1.5,i,5.3%,17.0%,0.8,-7.8,-27.7%
O=c1oc(CCO)cc2ccc(-c3ccc4[nH]ccc4c3)cc12,-3.6%,3.5,i,0.4%,9.5%,-2.9,37.4,-47.0%[inhibitor]
COC(=O)c1ccc(C(=O)N(C)C2CCCN(Cc3ccccc3F)C2)nc1 (stereo not drawn),-12.1%,-10.4,i,15.4%,27.8%,0.3,0.0,-22.1%
# Further results follow.
SMILES,Mm-Cpn inhibitor,DRD3 agonist,Akt phos inh,EPAC2 ag,EPAC2 antag,CCT chaperon mod,D3 antag,PTHR1 ag
O=C1NC2(CCCCC2)C(=O)N1CCS(=O)(=O)Oc1ccc(Br)cc1,-3.2%,10.9,i,5.8%,8.0%,-4.7,7.7,-13.0%
NC(=O)C1CCN(C(=O)c2ccco2)CC1,2.1%,2.1,i,5.7%,3.2%,-0.4,9.4,i
O=C1[C@H]2[C@H](ON3CCCC[C@H]23)C(=O)N1c1ccc(Cl)cc1,-0.3%,3.5,i,-1.9%,0.8%,0.2,8.7,-24.3%
COc1ccc(-c2ccc3[nH]c4c(c3c2)CCN2C(=O)[C@@H]([C@H](C)O)[C@@H](N(C)C(=O)Nc3ccccc3)C[C@@H]42)cc1,/,-2.0,i,-9.3%,3.4%,1.0,-16.5,4.1%
Cc1ccc(C(=O)NC(=S)Nc2cccc(NC(=O)c3ccccc3)c2)cc1[N+](=O)[O-],-1.4%,-8.2,i,12.5%,-4.5%,0.5,-67.5*,-20.9%
Cc1ccn2c(NC3CCCCC3)c(-c3cccc(-c4cccc(Cl)c4)c3)nc2c1,-1.4%,-3.1,i,10.2%,1.0%,-0.7,72.8,i
O=S(=O)(Nc1ccccc1Br)c1cccs1,0.8%,-2.8,i,4.7%,-4.7%,0.0,4.4,i
O=c1[nH]c(CN2CCN(c3ccc([N+](=O)[O-])cc3)CC2)nc2ccsc12,2.5%,-7.4,i,4.2%,-9.9%,-4.6,-22.7,-22.8%
N#Cc1cc2c(nc1SCc1ccc(Cl)nc1)CCCCC2,1.8%,1.9,i,3.0%,-12.7%,0.1,-7.0,-12.7%
O=[N+]([O-])c1ccc(N2CCN(CC(O)COc3ccccc3)CC2)cc1 (stereo not drawn),-1.9%,-8.0,i,13.8%,0.9%,1.6,-27.1,i
COc1ccc(C2C(C#N)=C(N)Oc3n[nH]c(-c4ccccn4)c32)c(OC)c1OC (stereo not drawn),-1.5%,1.8,i,29.3%,2.4%[57.1 µM],-1.6,-20.7,i
CCOc1ccc(C(=O)NCC(C)C)cc1,/,3.7,i,15.0%,0.8%,-1.1,9.8,i
CC(C)C(NC(=O)c1c(F)cccc1F)C(=O)NCC(c1ccccc1)N(C)C (stereo not drawn),-0.1%,-16.8,i,12.1%,10.2%,1.6,1.1,-13.5%
O=C(Nc1cccc(Cl)c1)ON1CCCCC1,/,5.6,i,5.4%,-2.3%,-0.8,5.1,i
CCOC(=O)N1CCC(NC(=O)C2=CCN(S(=O)(=O)c3ccc(OC)cc3)CC2)CC1,-0.9%,-1.2,i,-0.5%,-2.3%,-3.6,-0.2,-53.6%[inhibitor]
O=C(Nc1ccc(Cl)cc1)N1CCCN(Cc2ccc(F)cc2)C1,-4.3%,-16.6,i,4.2%,-1.3%,0.7,-9.8,-8.0%[57.5 µM]
COc1ccc(-c2csc(NC(=O)Cc3cc(OC)c(OC)c(OC)c3)n2)cc1OC,0.3%,3.3,i,0.0%,-19.8%,0.6,13.8,-47.2%[inhibitor]
Cc1cccc(NC(=S)NC2CCCCCC2)c1C,0.0%,-8.5,i,-2.2%,-2.5%,-2.9,-3.4,-6.6%
COc1ccc(C(=O)Cc2cnn(-c3ccccc3)c2)c(O)c1,1.1%,-0.6,i,-13.0%,8.3%,-3.3,21.8,-75.2%[inhibitor][57.5 µM]
CCN(CC(=O)Nc1ccc(OC)cc1)C(=O)C1CC(=O)N(Cc2ccccc2)C1 (stereo not drawn),/,2.2,i,4.8%,-7.0%,0.3,11.8,i
O=C(O)c1cccc(N/N=C(\N=Nc2ccccc2)c2ccccc2)c1,2.0%,-8.7,i,5.3%,?,-1.5,-10.6,8.4%
Cc1ccc(CNC(=O)c2nccnc2C(=O)O)cc1,0.9%,-9.0,i,0.3%,8.5%,-20.7,-11.3,i
CCn1c(SCC(=O)Nc2ccc(C)cc2)nnc1-c1cnccn1,-0.3%,-3.5,i,2.1%,3.7%,-1.1,4.3,-53.3%[inhibitor]
CC(=O)O/N=C(\N)c1ccc(-c2csnn2)cc1,-0.3%,4.6,i,9.0%,-8.7%,1.7,11.0,-15.0%
Cc1sc2nc(-c3cccnc3)nc(Cl)c2c1-c1ccccc1,-13.6%,23.4,i,3.8%,3.2%,1.4,4.0,i
CSC(=Nc1ccc(Cl)cc1)N[n+]1ccccc1,-1.1%,-7.2,i,10.0%,-0.8%,-0.4,-28.9,i
COc1ccc(C(=O)Nc2ccc(-c3nnn(CC(=O)N4CCN(C(=O)c5ccco5)CC4)n3)cc2)cc1,-5.6%,9.5,i,11.1%,-14.7%,-1.5,3.9,-1.2%
O=C(CN1C(=O)c2ccccc2C1=O)N1CCN(c2ccccn2)CC1,0.3%,-4.2,i,3.2%,-8.4%,-2.2,20.6,0.0%[57.5 µM]
Cc1c(C(=O)NC2CCN(Cc3ccccc3)C2)oc2c(Cl)cccc12 (stereo not drawn),0.5%,-19.6,i,5.2%,-8.5%,0.2,-100.2*,-2.6%
CCn1c2ccccc2c2cc(NC(=O)COC(=O)c3ccc(O)cc3)ccc21,0.0%,6.4,i,4.0%,3.2%,1.9,0.4,-18.4%

# These rows are one share of the data (hit frequency here may not be typical).
